# NALP1 inh = NALP1 inhibition; AID 2071; inhibition, % at 10 µM; S. cerevisiae NALP1/ASC/caspase-1 growth, X-gal OD620, 72 h; hit rate 0.61% among 280,000; in the data active means inhibition mostly above about 24%, no sharp cut-off; inactive means mostly below about 32%; further: some compounds called inactive have numbers as strong as hits
# MEKK2 mut-MEK5 = signal of MEK5 binding to mutant human MEKK2 PB1 domain. bead flow cytometry, Alexa488-MEK5 binding to MEKK2 mutant. hit rate 0.35% among 290,000. percent response, % at 10 µM. AID 1530; in the data active means percent response above about 24%, passing the limit was not always enough; further: inactives centre near 1; some results filed as inactive read as strong as hits; reference of the scale not given here
# MEKK3 PB1 HTS = MEKK3-MEK5 PB1 interaction, increase or decrease | Q99759 | bead-based flow cytometry, Alexa488-MEK5 binding to MEKK3; actives lie on both sides; 0 = blocked by unlabeled MEK5, 100 = vehicle | binding response (% of control), % at 10 µM | hit rate 1.4% among 290,000 | AID 1529;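 active means binding response more than 3 SD above or below the average of its plate-row segment, actives on both sides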;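 further: Alexa488 bead fluorescence after subtracting the streptavidin-only scavenger bead signal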
# OXTR agonist = agonists of human oxytocin receptor; P30559; CHO-OTR cells, Fluo-8 calcium fluorescence; normalized: DMSO 0%, oxytocin 100%; activation, % at 3 µM; hit rate 0.32% among 320,000; AID 2435;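 active means activation above the mean of all tested compounds plus 3 SD, cutoff set per screening run, cut at about 20% in these data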;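 further: peak over basal fluorescence ratio from a 100 s FLIPR kinetic read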
# V1R ag counter = V1a receptor agonism, counter-screen for OXTR agonists | CHO-V1R cells, Fluo-8 calcium fluorescence, agonist mode; 0% DMSO, 100% 3 nM vasopressin | hit rate 0.25% among 320,000 | activation, % at 3 µM;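 active means activation above the mean activation of all tested compounds plus 3 SD, per screening run, cut at about 20% in these data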;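 further: signal is peak over basal fluorescence ratio across a 100 second FLIPR read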
# Target sequence (P37288 whole entry, looked up): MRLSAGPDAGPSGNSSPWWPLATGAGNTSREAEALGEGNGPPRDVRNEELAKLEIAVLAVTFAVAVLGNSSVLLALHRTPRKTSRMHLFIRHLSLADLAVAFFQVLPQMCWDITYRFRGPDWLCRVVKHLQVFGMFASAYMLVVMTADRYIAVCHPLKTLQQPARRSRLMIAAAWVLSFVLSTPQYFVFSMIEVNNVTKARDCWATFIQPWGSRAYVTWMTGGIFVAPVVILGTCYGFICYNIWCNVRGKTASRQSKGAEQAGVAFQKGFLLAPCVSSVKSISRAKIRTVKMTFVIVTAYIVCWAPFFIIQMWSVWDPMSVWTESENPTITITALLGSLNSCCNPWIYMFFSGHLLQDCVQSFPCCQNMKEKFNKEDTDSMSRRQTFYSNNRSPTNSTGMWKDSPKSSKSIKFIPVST
# MEKK2wt PB1 HTS = raises or lowers MEK5 binding to wildtype human MEKK2 PB1 domain | hit rate 1.1% among 290,000 | binding response (% of control), % at 10 µM | Q9Y2U5 | bead flow cytometry, Alexa488-MEK5 binding to MEKK2 WT; actives lie on both sides | AID 1531; in the data active means binding response below about 67% or above about 130%
# PHOSPHO1 block = blocks human PHOSPHO1 phosphatase activity | AID 1565 | inhibition, % at 13.3 µM | recombinant PHOSPHO1, absorbance phosphatase assay | Q8TCT1 | hit rate 1.1% among 290,000; in the data active means inhibition above about 60%
# Target sequence (Q8TCT1 whole entry, looked up): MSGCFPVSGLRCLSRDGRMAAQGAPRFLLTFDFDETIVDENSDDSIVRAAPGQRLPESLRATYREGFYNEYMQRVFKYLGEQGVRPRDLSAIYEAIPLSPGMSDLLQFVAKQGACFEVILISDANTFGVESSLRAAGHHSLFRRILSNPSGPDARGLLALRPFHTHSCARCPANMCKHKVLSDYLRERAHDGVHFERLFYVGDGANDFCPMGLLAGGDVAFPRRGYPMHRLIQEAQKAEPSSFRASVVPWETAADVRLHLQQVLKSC
# GalR3 antagonist = blocks the human galanin receptor 3; O60755; HEK293 GalR3-CNG cAMP membrane potential fluorescence; galR3 body fused to GalR1 C-terminus; inhibition, % at 3 µM; hit rate 0.44% among 360,000; AID 651719;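 active means inhibition above the screen-wide average plus 3 SD, cut at about 13% in these data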;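 further: forskolin and galanin both at EC90 stimulate the cells; cAMP rise reported by CNG channel membrane potential dye signal; 0% = forskolin plus galanin with DMSO and 100% = forskolin alone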
# GPR7 antag = antagonists of human GPR7 (neuropeptides B/W receptor 1); P48145; GPR7-expressing cells, fluorescence antagonist assay; inhibition, % at 4.4 µM; hit rate 1.1% among 290,000; AID 1861; in the data active means inhibition above about 16%, passing the limit was not always enough;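 further: cells stimulated with the agonist NPW; 0% = agonist with vehicle and 100% = vehicle without agonist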
# An asterisk follows results filed as active; / = no result given; & = joins results of further samples.
# Start of the listing, in advance (13 entries):
# Sequence of screens: NALP1 inh, MEKK2 mut-MEK5, MEKK3 PB1 HTS, OXTR agonist, V1R ag counter, MEKK2wt PB1 HTS, PHOSPHO1 block, GalR3 antagonist, GPR7 antag
O=C(NCc1cccnc1)C(Cl)(Cl)Cl
  21.6, 0.0, 100.0, 0.6, 0.7, 98.0, 4.2, -5.2, -7.7
O=C(Nc1cccc(OC(=O)N2CCCCC2)c1)N1CCOCC1
  -35.9, -2.0, 99.0, -0.6, 0.8, 98.0, 40.8, 0.2, -12.5
Cc1c(NP(=S)(C(C)(C)C)C(C)(C)C)c(=O)n(-c2ccccc2)n1C
  12.8, -5.0, 104.0, 0.5, 0.3, 97.0, 52.7, -0.1, -8.9
Oc1c(Cl)c(Cl)c(Cl)c(Cl)c1Cl
  /, 4.0, 111.0, 9.7, 13.4, 114.0, /, -2.4, /
COc1cc2c(c(OC)c1OC)-c1ccc(C(=O)O)cc1[C@@H](NC(C)=O)CC2
  /, 2.0, 99.0, 0.2, 0.2, 105.0, /, -1.1, /
CCC(=NC(C)c1ccccc1)c1c(O)[nH]c(=O)[nH]c1=O (centres undefined)
  /, -4.0, 91.0, 1.4, 1.7, 91.0, 17.7, 0.8, -16.5
O=C1NC(=O)N(Cc2ccco2)C(=O)/C1=C/C=C/c1ccco1
  /, -16.0, 95.0, 3.6, 5.9, 87.0, -35.3, 11.2, 4.5
CC1C(OC(=O)CCC(=O)NC(C)(C)CO)O[C@H]2OC3(C)CC[C@H]4[C@H](C)CCC1C24OO3 (some centres undefined)
  30.1, 7.0, 104.0, -0.6, -0.2, 111.0, 36.0, -10.3, 0.7
O=C1CC(=O)N(c2ccc(Cl)cc2Cl)C(=O)N1
  -3.5, 5.0, 107.0, -0.1, 0.6, 101.0, -10.5, -2.6, 13.8
O=P1(Nc2cccnc2)COc2ccccc2OC1
  -23.5, 1.0, 103.0, -0.8, 0.1, 103.0, -8.5, -2.1, -0.1
CON(C)C(=O)Nc1ccc(Cl)cc1
  9.0, -1.0, 104.0, 0.1, 6.7, 101.0, 41.6, -0.7, -14.6
CC(=O)C1(c2ccccc2)CCN(C(=O)C2CCC(=O)N(CCc3cccc(F)c3)C2)CC1 (centres undefined)
  9.9, 6.0, 102.0, 4.4, 5.0, 108.0, 14.2, -4.0, -0.2
Cc1cc(/C=C2\C(=O)NC(=O)N(c3ccc(F)cc3)C2=O)c(C)n1-c1ccc(C(=O)O)cc1
  12.5, -4.0, 92.0, 0.4, 1.2, 94.0, 22.0, -8.0, 7.5

# Results, from the first entry:
# Sequence of screens: NALP1 inh, MEKK2 mut-MEK5, MEKK3 PB1 HTS, OXTR agonist, V1R ag counter, MEKK2wt PB1 HTS, PHOSPHO1 block, GalR3 antagonist, GPR7 antag
O=C(NCc1cccnc1)C(Cl)(Cl)Cl
  21.6, 0.0, 100.0, 0.6, 0.7, 98.0, 4.2, -5.2, -7.7
O=C(Nc1cccc(OC(=O)N2CCCCC2)c1)N1CCOCC1
  -35.9, -2.0, 99.0, -0.6, 0.8, 98.0, 40.8, 0.2, -12.5
Cc1c(NP(=S)(C(C)(C)C)C(C)(C)C)c(=O)n(-c2ccccc2)n1C
  12.8, -5.0, 104.0, 0.5, 0.3, 97.0, 52.7, -0.1, -8.9
Oc1c(Cl)c(Cl)c(Cl)c(Cl)c1Cl
  /, 4.0, 111.0, 9.7, 13.4, 114.0, /, -2.4, /
COc1cc2c(c(OC)c1OC)-c1ccc(C(=O)O)cc1[C@@H](NC(C)=O)CC2
  /, 2.0, 99.0, 0.2, 0.2, 105.0, /, -1.1, /
CCC(=NC(C)c1ccccc1)c1c(O)[nH]c(=O)[nH]c1=O (centres undefined)
  /, -4.0, 91.0, 1.4, 1.7, 91.0, 17.7, 0.8, -16.5
O=C1NC(=O)N(Cc2ccco2)C(=O)/C1=C/C=C/c1ccco1
  /, -16.0, 95.0, 3.6, 5.9, 87.0, -35.3, 11.2, 4.5
CC1C(OC(=O)CCC(=O)NC(C)(C)CO)O[C@H]2OC3(C)CC[C@H]4[C@H](C)CCC1C24OO3 (some centres undefined)
  30.1, 7.0, 104.0, -0.6, -0.2, 111.0, 36.0, -10.3, 0.7
O=C1CC(=O)N(c2ccc(Cl)cc2Cl)C(=O)N1
  -3.5, 5.0, 107.0, -0.1, 0.6, 101.0, -10.5, -2.6, 13.8
O=P1(Nc2cccnc2)COc2ccccc2OC1
  -23.5, 1.0, 103.0, -0.8, 0.1, 103.0, -8.5, -2.1, -0.1
CON(C)C(=O)Nc1ccc(Cl)cc1
  9.0, -1.0, 104.0, 0.1, 6.7, 101.0, 41.6, -0.7, -14.6
CC(=O)C1(c2ccccc2)CCN(C(=O)C2CCC(=O)N(CCc3cccc(F)c3)C2)CC1 (centres undefined)
  9.9, 6.0, 102.0, 4.4, 5.0, 108.0, 14.2, -4.0, -0.2
Cc1cc(/C=C2\C(=O)NC(=O)N(c3ccc(F)cc3)C2=O)c(C)n1-c1ccc(C(=O)O)cc1
  12.5, -4.0, 92.0, 0.4, 1.2, 94.0, 22.0, -8.0, 7.5
COc1ccc2c(c1OC)C(=O)OC2c1c(O)n(C2CCCCC2)c(=O)[nH]c1=O (centres undefined)
  /, -4.0, 97.0, -0.5, -0.1, 96.0, 1.2, 1.8, -11.5
O=C1N(c2ccccc2)C(c2cccnc2)N2CCCN12 (centres undefined)
  14.1, -24.0, 76.0, 0.5, 0.4, 77.0, -0.7, -2.8, -5.6
CCCCCCCC(=O)NC(Oc1ccccc1[N+](=O)[O-])C(Cl)(Cl)Cl (centres undefined)
  4.7, 4.0, 105.0, 3.1, 4.8, 111.0, 4.6, -4.8, 0.2
Nc1ccc(CCN2CCCC2)cc1
  /, 12.0, 102.0, 0.5, -1.0, 112.0, /, -9.6, -4.6
COC(=O)C1=C(c2ccccc2)C[C@@H]2CC[C@H]1N2C(=O)N1CCOCC1
  /, -1.0, 101.0, 4.0, 0.2, 102.0, /, 3.1, /
CCc1nnc(NS(=O)(=O)c2ccc(N=Cc3c(O)n(-c4ccccc4)c(=O)[nH]c3=O)cc2)s1
  21.0, -1.0, 109.0, 0.7, 0.9, 102.0, -11.6, 2.9, -9.6
Cc1nn(Cc2ccccc2)c(C)c1C(=O)OCC(=O)Nc1cccc(S(N)(=O)=O)c1
  -13.2, -6.0, 97.0, -0.1, 0.5, 92.0, 10.8, -5.1, -3.0
COc1ccc(/C=C2/C(=O)NC(=O)N(c3ccccc3)C2=O)cc1CN1C(=O)c2ccccc2C1=O
  /, -1.0, 108.0, -0.2, 0.2, 101.0, 24.8, /, 10.2
COc1cccc(OP(=O)(Nc2ccccc2)Oc2cccc(OC)c2)c1
  -10.3, 0.0, 102.0, 1.2, 3.0, 101.0, -13.0, /, -9.2
COc1ccc(OC)c(C(O)C2CCCCN2)c1 (centres undefined)
  11.6, 2.0, 104.0, 1.1, 4.5, 103.0, 3.1, -5.0, -2.4
COc1cc(O)cc2c1C(=O)O[C@@H](C)CCCC(=O)CCCCC2
  25.1, -1.0, 99.0, -1.0, 1.4, 95.0, 31.3, -10.3, 29.0
COc1cc(-n2c(=S)[nH]c3ccccc3c2=O)c(Cl)cc1Cl
  -6.7, 9.0, 96.0, 3.1, 2.0, 93.0, 24.2, -5.0, 4.9
O=c1c2ccccc2nc(/C=C/c2ccco2)n1-c1ccccc1O
  -0.8, -5.0, 102.0, 2.6, 1.1, 95.0, 8.3, -4.5, 13.1
COc1cc(CC2(CCc3ccncc3)C(=O)N(C)C(=O)N(C)C2=O)cc(OC)c1OC
  -2.1, -14.0, 94.0, -0.1, 1.1, 87.0, 36.6, 0.1, -0.7
CCCNC(=O)N1CCC2(CC1)OCCO2
  0.5, -4.0, 96.0, 0.1, 0.8, 97.0, 61.5*, -4.3, -5.5
CCN(CC)c1ccc(N=Cc2c(O)n(Cc3ccccc3)c(=O)[nH]c2=O)cc1
  5.3&24.9, 3.0&0.0, 102.0&106.0, 0.1&0.4, 1.3&1.1, 98.0&96.0, 15.4&13.4, 7.0&-1.2, -4.2&-15.5

# Assay outcomes as filed in PubChem BioAssay.

# These rows are one share of the data; the hit share may differ from the screen's.
